E-sel TNF inh: blocks E-selectin expression induced by TNF alpha; inhibition, % at 2 µM; HUVEC TNFa-induced E-selectin immunofluorescence, high content; 0.71% of 120,000 active;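 active = inhibition above the batch mean plus 3 SD, and confirmed as a hit on visual image review, cut at about 43% in these data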;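 also: 0% = TNF-stimulated DMSO wells and 100% = unstimulated control wells; not every result past the cut was called active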
HCT116 bCat-KO: beta-catenin-lacking colon tumor cell growth suppression; HCT116 beta-catenin knockout viability, CellTiter-Glo, 60 h; hits give low values; viability, % at 10 µM; 1.5% of 140,000 active; AID 818;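 active = viability at or under a set limit, the compound median less 4 SD, cut at about 6% in these data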;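 also: 0% = Hyamine 1622 control at 20 µM and 100% = untreated cell control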
Measles CPE: protection of cells from measles virus; Measles virus-infected cells, CPE protection, absorbance; protection (pct of control), % at 4 µM; 1.5% of 140,000 active; AID 841; in the data active = protection mostly above about 24%, no sharp cut-off; inactive = mostly below about 26%; also: some compounds called inactive have numbers as strong as hits
Yeast life ext: yeast lifespan extension; S. cerevisiae growth with nicotinamide, OD615; deaD strain in restrictive glucose medium; 0.68% of 130,000 active; AID 775; inhibition of the nicotinamide effect, % at 10 µM;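 active = inhibition above a set limit, placed 3 SD over the median of all compounds, cut at about 26% in these data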;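 also: 0% = nicotinamide-treated wells and 100% = cells grown without nicotinamide; some compounds called inactive have numbers as strong as hits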
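System: Modified budding yeast, DeaD strain | Buffer or medium: Restrictive glucose medium | Also added: 1.5 mM nicotinamide | Doses: 10 µM single point, 0.25% DMSO | Schedule: 48 h compound exposure at 30 °C, humidified | Detection: Absorbance at 615 nm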
HCT116 PTEN-null: PTEN-deleted cell growth suppression | HCT116 PTEN-null viability, CellTiter-Glo, 60 h; hits give low values | viability, % at 10 µM | 1.2% of 140,000 active | AID 827;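 active = viability at or below a set limit, 4 SD under the median of all tested compounds, cut at about 3.7% in these data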;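 also: PTEN knockout HCT116 line with beta catenin targeted HCT116 as companion control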
BB579 growth dn: yeast BB579 growth reduction in restrictive medium | AID 804 | 0.51% of 140,000 active | S. cerevisiae BB579 growth, OD615, 48 h | inhibition, % at 10 µM;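 active = inhibition above a set limit, 3 SD over the mean compound inhibition, cut at about 44% in these data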; also: inactives centre near -24
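Test system: DeaD yeast strain BB579 / Buffer or medium: restrictive glucose-based CSMM-D medium / Doses: single 10 µM dose / Schedule: 4 h cell preincubation, 48 h compound exposure, 30 °C humidified / Technique: culture absorbance at 615 nm / Controls: amphotericin B positive control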
NPY Y2 blocker: antagonists of human neuropeptide Y receptor Y2; P49146; inhibition, % at 2.7 µM; NPY-Y2 expressing cells, antagonist mode; 0.99% of 140,000 active; AID 793; in the data active = inhibition above about 17%;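 also: 0% = vehicle with agonist challenge and 100% = reference antagonist with challenge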
Target sequence (P49146 whole entry, looked up): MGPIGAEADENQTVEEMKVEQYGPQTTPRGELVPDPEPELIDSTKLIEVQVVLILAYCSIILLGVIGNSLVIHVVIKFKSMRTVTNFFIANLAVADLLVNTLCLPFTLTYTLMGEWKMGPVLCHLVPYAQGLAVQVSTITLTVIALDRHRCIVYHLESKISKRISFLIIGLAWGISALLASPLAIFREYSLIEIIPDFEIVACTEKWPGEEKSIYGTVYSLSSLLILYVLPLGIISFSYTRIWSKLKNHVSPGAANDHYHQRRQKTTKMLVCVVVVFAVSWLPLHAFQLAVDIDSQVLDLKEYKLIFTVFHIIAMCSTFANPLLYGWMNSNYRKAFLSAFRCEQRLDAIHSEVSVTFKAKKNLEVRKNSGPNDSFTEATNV
MRP-1 activ: activates MRP-1 | viability increase, % at 10 µM | AID 799 | H69AR cells + doxorubicin, viability rescue, CellTiter-Glo | 0.61% of 140,000 active;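 active = viability gain under doxorubicin at or above a set limit, the compound median plus 3 SD, cut at about 4.7% in these data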;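 also: MRP-1 overexpressing cells given doxorubicin 25 µM after compound pretreatment; 18-22 h compound pretreatment then 72 h with doxorubicin before readout; 0% = doxorubicin-only wells and 100% = vehicle-treated cells without doxorubicin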
GALR2 antag: antagonists of human galanin receptor 2 (GALR2). O43603. GALR2-expressing cells, antagonist mode. inhibition, % at 4 µM. 0.39% of 140,000 active. AID 828; in the data active = inhibition above about 27%;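 also: cells stimulated with galanin 1-16 at roughly its EC80; 0% = agonist challenge control and 100% = basal control without agonist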
Target sequence (O43603 whole entry, looked up): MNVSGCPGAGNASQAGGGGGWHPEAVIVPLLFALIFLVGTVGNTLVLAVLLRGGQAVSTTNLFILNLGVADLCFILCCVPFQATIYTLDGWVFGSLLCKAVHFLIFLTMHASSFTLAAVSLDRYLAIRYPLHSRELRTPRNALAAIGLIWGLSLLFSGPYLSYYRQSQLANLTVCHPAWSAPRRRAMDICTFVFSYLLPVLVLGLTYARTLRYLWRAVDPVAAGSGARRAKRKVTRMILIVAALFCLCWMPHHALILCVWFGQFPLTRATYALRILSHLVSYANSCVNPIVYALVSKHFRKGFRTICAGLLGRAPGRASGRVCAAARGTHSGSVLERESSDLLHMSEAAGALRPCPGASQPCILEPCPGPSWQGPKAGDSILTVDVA
Phagocyt inh: blocks phagocytosis by macrophages | J774A.1 macrophage IgG-bead phagocytosis, imaging | inhibition, % at 5 µM | 0.07% of 110,000 active | AID 1029;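 active = inhibition above the mean of the plate negative controls plus 5 SD, cut at about 13% in these data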;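 also: phagocytic index as fraction of beads internalized from green versus red external bead signal; plate controls were DMSO negative control for no effect and cytochalasin-D positive control for full effect; some results beyond the cut were filed as inactive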
* hit, by the source's call; . = not tested or not shown. This is a random part of the collection; about 6.3% have a hit in one of these screens.

| # | smiles | E-sel TNF inh | HCT116 bCat-KO | Measles CPE | Yeast life ext | HCT116 PTEN-null | BB579 growth dn | NPY Y2 blocker | MRP-1 activ | GALR2 antag | Phagocyt inh |
| --- | --- | --- | --- | --- | --- | --- | --- | --- | --- | --- | --- |
| 1 | COC(=O)c1n[nH]c2ccccc12 | . | 94 | 1 | -29 | 89 | -19 | 3 | -3.3 | -3 | 0 |
| 2 | COc1cc(/C=C2\SC(=Nc3ccccc3)N(Cc3ccco3)C2=O)ccc1OC(C)C(=O)O (centres undefined) | . | 92 | 18 | -1 | 87 | -11 | 2 | 0.8 | -4 | -3 |
| 3 | O=C1OC(c2ccc(Cl)cc2)/C(=C(/O)c2ccccc2)C1=O (centres undefined) | 13 | 95 | 12 | -9 | 97 | -26 | 0 | -1.4 | 11 | 0 |
| 4 | COc1ccc(/C(O)=C2/C(=O)C(=O)N(c3ncccn3)C2c2ccc(OC)c(OC)c2)cc1 (centres undefined) | -38 | 92 | 12 | -1 | 103 | -38 | 2 | 0.5 | 7 | 2 |
| 5 | O=C(CSc1nnc2n(C3CCCC3)c(=O)c3ccccc3n12)N1CCCCCC1 | . | 94 | 14 | -7 | 94 | -37 | 3 | -2.1 | 4 | 2 |
| 6 | Cc1cc(Nc2ccccc2Cl)n2nnnc2n1 | -7 | 92 | 15 | -12 | 99 | -11 | 0 | -0.7 | -12 | 1 |
| 7 | C=CCn1c(=O)c2c(nc3n2CCN3c2cccc(Cl)c2C)n(C)c1=O | . | 93 | 7 | -1 | 106 | -42 | 0 | -0.7 | -2 | 0 |
| 8 | Cc1nnc(SC(C)C(=O)Nc2ncc(Cl)cc2Cl)n1Cc1ccccc1 (centres undefined) | 19 | 96 | 13 | -5 | 104 | -9 | 1 | -1.7 | 4 | -1 |
| 9 | Cc1ccc(C(C)C)c(OCCNC(=O)c2cncc(Br)c2)c1 | -34 | 84 | 6 | -13 | 80 | -35 | 4 | -0.1 | -1 | . |
| 10 | CCN1CCN(c2nn3c(=O)c4ccccc4nc3c3ccccc23)CC1 | 45 | 23 | 8 | -16 | 33 | -32 | 13 | -6.1 | -12 | . |
| 11 | Cc1ccccc1CS(=O)(=O)Cc1ccc(C(=O)NCCCN2CCOCC2)o1 | -12 | 92 | 0 | 2 | 93 | -28 | 2 | -0.7 | 1 | -2 |
| 12 | O=C(CNc1ccccc1)N/N=C/c1ccc([N+](=O)[O-])o1 | -1 | 2.6* | 39 | -7 | 4 | -27 | 1 | -7.1 | -13 | . |
| 13 | O=C(/C=C/c1ccc(Cl)cc1)Nn1c(-c2cccs2)nc2ccccc2c1=O | . | 76 | 12 | 2 | 69 | -19 | 11 | 1.1 | 5 | -9 |
| 14 | Cc1ccccc1C(=O)N1CCC(C(N)=O)CC1 | -8 | 97 | 7 | -7 | 100 | -28 | 1 | -1.2 | -6 | 4 |
| 15 | CC(=O)/C(C#N)=C1\NC(=O)C(Cc2ccccc2)S1 (centres undefined) | 6 | 70 | 91* | 14 | 67 | -1 | 2 | 4.9* | 9 | . |
| 16 | CCOc1ccc(NC(=O)C2=C(C)NC(=S)NC2c2ccc(O)c(OC)c2)cc1 (centres undefined) | . | 91 | 9 | -4 | 94 | -8 | 0 | -0.9 | -11 | 3 |
| 17 | O=c1[nH]c(-c2ccccn2)cc2ccccc12 | 18 | 81 | 5 | -5 | 91 | 10 | 4 | -2.0 | 6 | -5 |
| 18 | COc1ccccc1Cn1nnc2c(=O)[nH]c(C3CCN(C(=O)c4ccccc4Cl)CC3)nc21 | -3 | 70 | 8 | -6 | 75 | -24 | 0 | -3.5 | -5 | 0 |
| 19 | COC(=O)Cn1c(=NC(=O)c2ccc(Cl)s2)sc2cc(C)ccc21 | . | 32 | 13 | -1 | 34 | -2 | 16 | -2.9 | -3 | . |
| 20 | COc1cccc(C2=Nn3c(nnc3-c3ccccc3O)SC2)c1 | 4 | 87 | 10 | -22 | 84 | -45 | 7 | -4.3 | -12 | -1 |
| 21 | Cc1nc(SCC(=O)N2CCOCC2)c2ccsc2n1 | -27 | 101 | 4 | -1 | 102 | -12 | 0 | -1.9 | 7 | 0 |
| 22 | O=c1c2cnn(-c3ccccc3)c2nc(-c2cccs2)n1-c1ccc(Cl)cc1 | -4 | 74 | 20 | -30 | 69 | -24 | 8 | -1.8 | -3 | . |
| 23 | Cc1ccc(NC(=O)C2(c3ccccc3)CC2(Cl)Cl)cc1C (centres undefined) | 17 | 73 | 9 | -13 | 65 | -28 | 3 | -0.6 | -19 | . |
| 24 | COc1cccc(OC)c1OCCCN1CCOCC1 | 0 | 98 | 13 | 7 | 93 | -38 | -1 | -2.1 | 9 | . |
| 25 | COc1ccc(-c2nc3ccccc3c(=O)n2N)cc1 | 16 | 86 | 3 | -22 | 83 | -4 | -3 | -2.3 | 2 | -2 |
| 26 | O=S(=O)(c1ccc2ccccc2c1)n1cnc2ccccc21 | 21 | 78 | 1 | 7 | 83 | -30 | 8 | -2.8 | 2 | . |
| 27 | CC/C(C)=C1\SC(N2CCN(C(C)=O)CC2)=NC1=O | . | 101 | 12 | -1 | 98 | 1 | -1 | -0.5 | 5 | -2 |
| 28 | CC(=O)Nc1cc(S(=O)(=O)Nc2ccccc2C)c(C)cc1C | -32 | 94 | 7 | -14 | 86 | -11 | 5 | -3.0 | -6 | . |
| 29 | COCCCn1c(SCC(=O)Nc2nnc(C)s2)nnc1-c1ccoc1C | -4 | 98 | 7 | 60* | 92 | -7 | -1 | -1.3 | -10 | -1 |
| 30 | CN1CCN(C(=O)c2cc3nc(-c4ccc(F)cc4)cc(C(F)(F)F)n3n2)CC1 | -10 | 91 | 36 | -13 | 88 | 1 | 1 | 0.2 | -3 | 0 |
| 31 | COc1ccc(-c2c3c(nc4sc(C(=O)Nc5cc(C)on5)c(N)c24)CCC3)cc1 | -8 | 90 | 6 | -16 | 71 | -32 | 0 | 2.1 | 14 | -4 |
| 32 | COc1ccccc1CNC(=O)C(C)NS(=O)(=O)c1ccc(C)cc1 (centres undefined) | . | 98 | 5 | 0 | 101 | -34 | 4 | -0.9 | -9 | 0 |
| 33 | CCOC(=O)c1cc(-c2ccccc2)n(CC(=O)Nc2ccc(OC)cc2)c1C | -1 | 89 | 10 | -2 | 89 | -22 | 6 | 0.4 | -5 | -3 |
| 34 | COc1ccc(C(=O)Oc2cc(/C=N/NS(=O)(=O)c3ccc(C)cc3)ccc2OC)cc1 | -7 | 74 | 29 | -9 | 75 | -19 | 3 | -0.3 | -4 | . |
| 35 | C=CCOc1ccc2nnc(C)n2n1 | 19 | 98 | 6 | 1 | 104 | 3 | -1 | -1.3 | -3 | -2 |
| 36 | CCCC(=O)Nc1nnc(-c2ccc(Cl)s2)o1 | . | 91 | 10 | -9 | 99 | 2 | 2 | -3.2 | -2 | 0 |
| 37 | O=c1c2ccccc2ncn1CCCSc1ccccc1 | . | 85 | 4 | -2 | 83 | -38 | 1 | -1.4 | 7 | . |
| 38 | COc1cccc(C(O)c2cnc(C(C)C)n2C)c1OC (centres undefined) | . | 100 | 14 | -9 | 110 | -6 | 2 | -1.3 | 19 | 4 |
| 39 | COc1ccc(CCC(=O)Nc2ccc(C)c([N+](=O)[O-])c2)cc1 | . | 91 | 24 | -4 | 88 | -23 | 4 | -1.4 | -13 | -3 |
| 40 | CC(=O)c1n[nH]nc1NC(=O)c1ccccc1 | 12 | 106 | 20 | -21 | 94 | -54 | 0 | 0.0 | 1 | -1 |
| 41 | CN(c1ccc(C(=O)Nc2ccccc2C(=O)N2CCOCC2)cc1)S(C)(=O)=O | 0 | 94 | 0 | . | 93 | -5 | 1 | -1.7 | -8 | . |
| 42 | CCCN1CCN(C(=O)c2cc3c(s2)-c2ccccc2S(=O)(=O)C3)CC1 | 12 | 92 | 11 | -12 | 95 | -30 | 0 | -0.2 | 3 | 0 |
| 43 | C#CCCCc1nc2ccccc2c(=O)n1N | 8 | 93 | 4 | -2 | 92 | -34 | 2 | -1.3 | -8 | 1 |
| 44 | O=C1CCc2cc(S(=O)(=O)N3CCC(C(=O)NCc4ccccc4Cl)CC3)ccc2N1 | 12 | 97 | 20 | 5 | 101 | -8 | 2 | -0.4 | -8 | 0 |
| 45 | O=C(NC1CCCCCCC1)c1ccc2c(c1)N(Cc1ccc(F)cc1)C(=O)CS2=O (centres undefined) | 13 | 69 | 12 | -4 | 65 | -14 | 2 | -4.9 | -4 | -1 |
| 46 | CCc1ccc(S(=O)(=O)NCc2csc(-c3ccccc3)n2)s1 | -11 | 93 | 11 | 44 | 99 | -72 | 6 | -2.4 | 3 | -2 |
| 47 | Cc1ccc(N2N=C(c3ccc(Br)cc3)CCC2=O)cc1 | . | 83 | 6 | -6 | 78 | -29 | 5 | -0.1 | 3 | -12 |
| 48 | Cc1ccc(CNC(=O)CS(=O)CC(=O)O)cc1 (centres undefined) | 7 | 102 | -1 | -6 | 108 | -6 | 3 | -0.3 | 3 | 0 |
| 49 | O=C(Cc1ccc(-n2cccc2)cc1)NCc1cccs1 | . | 18 | 2 | -3 | 23 | -8 | 10 | -4.6 | 11 | 8 |
| 50 | Cc1ccc(S(=O)(=O)N(CC(=O)N2CCC(C)CC2)c2cccc(C)c2)cc1 | 9 | 88 | 14 | -3 | 85 | -19 | 4 | -2.2 | -10 | 0 |
| 51 | COc1ccc(CCNC(=O)CCCn2c(=O)[nH]c3cc(OC)c(OC)cc3c2=O)cc1OC | -4 | 97 | 4 | -13 | 90 | -27 | 4 | -1.7 | -13 | . |
| 52 | O=C1[C@@H]2[C@@H]3C[C@@H]([C@H]4ON=C(c5ccc(Cl)cc5Cl)[C@@H]34)[C@@H]2C(=O)N1C1CCCCC1 | . | 70 | 13 | -2 | 72 | -38 | 4 | 2.9 | -9 | -1 |
| 53 | O=C(COC(=O)CCS(=O)(=O)c1ccc(Cl)cc1)NC1CCCCC1 | 0 | 78 | 2 | -17 | 79 | -42 | 2 | -0.7 | -11 | -1 |
| 54 | Cc1cc(C)n(-c2nc(SCC(=O)N3CCCC3)c3c4c(sc3n2)CCCC4)n1 | . | 9 | 6 | -11 | 13 | -8 | 2 | -5.0 | -18 | 0 |
| 55 | O=C(O)c1ccc(N/N=C/c2cccc(F)c2)cc1 | . | 104 | 15 | -4 | 99 | -4 | -1 | 0.8 | -6 | -7 |
| 56 | C#CCn1c(S(=O)(=O)Cc2ccc(C)cc2)nc(-c2ccccc2)c1-c1ccccc1 | -12 | 72 | 45 | -3 | 54 | -34 | 21* | 0.6 | -3 | 1 |
| 57 | Clc1ccc(Cn2nc(-c3ccccc3)nc2-c2ccccc2)cc1 | . | 73 | 8 | 4 | 76 | -50 | 11 | 0.3 | 13 | -6 |
| 58 | COc1ccc(N2CC(C(=O)NCc3cccnc3)CC2=O)cc1 (centres undefined) | -8 | 97 | 9 | -14 | 99 | -16 | 0 | -2.9 | -6 | 1 |
| 59 | Cc1ccc(-c2nc(C)sc2CC(=O)O)cc1 | 10 | 104 | 3 | 10 | 114 | -5 | 0 | 0.1 | -17 | 1 |
| 60 | CCOc1ccccc1C(=O)n1nc2nc(C)cc(C)c2c1N | . | 98 | 3 | 7 | 87 | -14 | -2 | -1.4 | -2 | 0 |

Source: PubChem BioAssay
